# Source: PubChem (several laboratories)
# PfHsp40 rescue: rescue of PfHsp40-mediated yeast toxicity; S. cerevisiae expressing PfHsp40, growth rescue, ATP luminescence; growth rescue, % at 12.5 µM; 0.68% of 340,000 active; AID 504582; in the data active means growth rescue above about 28%, passing the limit was not always enough; inconclusive means no clear call, values can overlap the other calls;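 further: yeast W303a lacking pdr1 and pdr3 grown in galactose medium; growth measured after three days at 30 °C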
# Y pestis TopoI: Y. pestis Topo-I inhibition via cleavage products; 0.064% of 360,000 active; activity, % at 10 µM; Y. pestis Topo-I cleavage product accumulation, plate reader; AID 504884; in the data active means activity above about 50%, passing the limit was not always enough; inconclusive means no clear call, values can overlap the other calls; further: inactives centre near 2
# 3CLpro inhibitor: SARS-CoV 3CLpro protease inhibition | inhibition, % at 6 µM | recombinant SARS-CoV 3CLpro, quenched FRET peptide cleavage | 0.14% of 290,000 active | P0C6X7; in the data active means inhibition above about 12%
# CCHF vOTU inh: blocks the CCHF virus ovarian tumor domain protease. 0.55% of 370,000 active. CCHFV vOTU protease, Pep-AMC fluorescence. AID 651958. inhibition, % at 11.5 µM; in the data active means inhibition above about 30%; further: 0% = vehicle wells with enzyme and 100% = no enzyme wells
# VHR inh abs: inhibitors of human VHR1 phosphatase (DUSP3); P51452; recombinant VHR phosphatase, pNPP absorbance; inhibition, % at 13.3 µM; 0.52% of 290,000 active; AID 1654; in the data active means inhibition above about 50%; further: some compounds called inactive have numbers as strong as hits
# Anthrax LF prot: blocks Bacillus anthracis lethal factor protease | multiplex microsphere protease cleavage assay, LF | inhibition, % at 10 µM | 0.12% of 360,000 active | AID 588501; further: plate controls were buffer without enzyme for full effect and enzyme alone for no effect
# Target sequence (P15917 whole entry, looked up): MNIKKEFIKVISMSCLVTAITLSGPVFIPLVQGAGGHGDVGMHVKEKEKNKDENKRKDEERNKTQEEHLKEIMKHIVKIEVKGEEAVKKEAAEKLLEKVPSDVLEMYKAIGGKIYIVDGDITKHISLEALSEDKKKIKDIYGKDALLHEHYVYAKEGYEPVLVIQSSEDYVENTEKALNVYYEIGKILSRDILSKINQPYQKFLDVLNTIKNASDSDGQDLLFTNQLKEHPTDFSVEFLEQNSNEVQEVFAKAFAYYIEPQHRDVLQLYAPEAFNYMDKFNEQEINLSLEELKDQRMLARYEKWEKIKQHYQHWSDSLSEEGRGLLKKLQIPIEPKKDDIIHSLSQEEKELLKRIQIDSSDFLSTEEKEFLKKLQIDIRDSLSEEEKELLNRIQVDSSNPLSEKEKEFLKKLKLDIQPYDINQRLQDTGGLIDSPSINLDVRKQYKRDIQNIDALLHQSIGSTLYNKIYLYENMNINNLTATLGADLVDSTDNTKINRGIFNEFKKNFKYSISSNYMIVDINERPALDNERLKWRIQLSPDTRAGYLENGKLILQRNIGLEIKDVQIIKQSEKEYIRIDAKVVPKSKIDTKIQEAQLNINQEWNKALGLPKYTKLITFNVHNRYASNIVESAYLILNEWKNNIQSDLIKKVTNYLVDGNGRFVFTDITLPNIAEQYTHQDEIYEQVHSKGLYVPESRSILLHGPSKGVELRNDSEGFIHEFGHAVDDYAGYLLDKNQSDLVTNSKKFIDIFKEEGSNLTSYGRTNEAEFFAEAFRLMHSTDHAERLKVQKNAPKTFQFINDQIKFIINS
# BoNT-A LC inh2: inhibitors of Botulinum neurotoxin A light chain protease; multiplex microsphere protease substrate cleavage, flow cytometry; inhibition, % at 10 µM; 0.17% of 360,000 active; AID 588499; further: plate controls were buffer without enzyme for full effect and enzyme alone for no effect
# SSB-PriA inh: blocks PriA binding to SSB C-terminal tail; AlphaScreen SSBct-PriA binding, biotinylated peptide; inhibition, % at 33 µM; 0.6% of 430,000 active; AID 1272365; in the data active means inhibition mostly above about 37%, no sharp cut-off; inactive means mostly below about 20%;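 further: plate controls were negative control peptide for no effect and reference peptide for full effect; strong numbers were not always called active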
# BH1578 lux ind: inducers of Vibrio cholerae quorum light production without autoinducers | V. cholerae BH1578 lux reporter, luminescence, 6 h | activation, % at 18.7 µM | 0.16% of 350,000 active; in the data active means activation mostly above about 9.7%, no sharp cut-off; inconclusive means no clear call, values can overlap the other calls; inactive means mostly below about 3.7%; further: not every result past the cut was called active; inactives centre near 0; reference of the scale not given here
# TcdB inh: inhibitors of Clostridioides difficile toxin B glycohydrolase; inhibition, % at 9.99 µM; P18177; 0.24% of 350,000 active; TcdB glycohydrolase enzymatic assay, plate reader; in the data active means inhibition above about 10%
# Numbers without * were called inactive; i = inactive; ? = inconclusive; . = not tested or not shown. Unless noted, no stated cut-off is given here; in the data, active means inhibition above about 30%; inconclusive means no clear call, values can overlap the other calls; inactive means below that. Only part of the results is shown, so the mix of outcomes need not match the whole.
SMILES,PfHsp40 rescue,Y pestis TopoI,3CLpro inhibitor,CCHF vOTU inh,VHR inh abs,Anthrax LF prot,BoNT-A LC inh2,SSB-PriA inh,BH1578 lux ind,TcdB inh
COc1cccc(CNc2cnc3ccccc3c2)c1O,1.7,12.6,2.4,-35.3,17.9,-3.4,-0.2,7.4,-0.6,.
COc1cccc(NC(=O)CC2C(=O)NC3CCCCC3N2C(=O)c2ccc(F)cc2)c1 (stereo not given),0.7,11.8,-2.2,-4.4,35.5,-2.7,0.9,3.4,i,1.0
COc1ccc(CNC(=O)c2cccc3c(-c4ccc(F)c(F)c4)coc23)cc1OC,.,19.8,.,.,.,-2.0,-0.1,.,-0.4,.
CCOC(=O)N/N=C/c1ccc(F)cc1F,-1.3,1.6,3.1,1.6,-0.8,1.4,-0.4,.,-0.3,-7.3
Cc1[nH]nc2c1C(c1cc(Br)cs1)C(C#N)=C(N)O2 (stereo not given),-1.1,-1.8,-1.3,11.8,-14.3,-2.9,0.3,-6.8,-0.7,0.7
O=C(Nc1ccc2c(c1)OCCO2)c1ccccc1,-1.2,9.2,-5.2,.,7.2,-5.8,-1.1,10.0,-0.3,3.3
COc1cccc(NC(=O)CSCC(=O)Nc2ccccc2)c1,-0.6,3.5,8.7,10.1,21.8,-1.8,0.7,-7.9,-0.4,.
CCCn1nc(NC(=O)c2ccco2)c2cc3ccc(C)cc3nc21,-0.8,7.1,.,-12.3,11.9,6.3,0.5,-32.5,i,.
Cc1nn(C(C)C(=O)NC2C(=O)N3C(C(=O)O)=C(CSc4nnnn4C)CSC23)cc1Cl (stereo not given),-0.3,2.5,7.6,-4.8,7.2,-6.0,-0.9,-11.2,25.2*,1.8
O=C1NC(=O)N(c2ccccc2F)C(=O)/C1=C/c1cn(CC(=O)N2CCOCC2)c2ccccc12,.,.,18.1*,14.5,8.5,.,.,-4.3,.,0.5
COc1ccccc1NC(=O)CSc1nnc(Cc2cccn2C)n1CCc1ccccc1,-1.4,32.1,4.4,-6.8,16.6,-2.7,-3.5,26.5,-0.2,.
Cc1cccn2c(=O)c(C(=O)NCCCN3CCCCC3C)c(O)nc12 (stereo not given),-1.6,0.5,-3.8,-3.5,21.1,-0.3,-1.0,1.7,-7.1,0.4
CCOc1ccc(NC(=O)CN(C)c2ccc(S(=O)(=O)N(C(C)C)C(C)C)cn2)cc1OCC,-0.7,31.4,-8.6,16.9,7.2,-2.4,-0.2,-8.6,-0.4,.
NC(=O)SC/C(=N\S(=O)(=O)c1ccccc1)Nc1ccccc1,0.5,2.2,-0.7,4.0,6.4,-1.3,-0.5,.,-1.9,0.0
CCc1ccc(NC(=O)CCc2ccc(CC)o2)cc1,1.0,-4.0,4.6,-8.1,-2.3,4.9,-1.2,-12.6,i,0.0
Cc1ccc(NC(=O)/C(=C/c2cccc([N+](=O)[O-])c2)NC(=O)C2CCCCC2)c(C)c1,-0.9,-8.8,1.5,-11.7,19.2,2.1,?,-8.3,i,0.9
C[C@H]1C=CC(=O)O[C@H]1c1ccccc1,-1.5,-5.1,.,5.2,.,-3.1,-0.2,3.2,-0.8,1.5
O=C(Nc1cccc(NC(=O)C2CCCO2)c1)C1CCCO1 (stereo not given),-0.5,3.1,-3.6,-7.4,0.9,-3.3,-1.1,0.9,i,1.4
O=C(O)CCCC(=O)OCCc1cc2ccccc2c(=O)o1,1.6,-0.7,.,8.3,.,-3.9,-0.2,-4.8,-0.4,-0.5
COc1ccc(NC(=O)c2cccc(-c3ccc(O)cc3)c2)cn1,0.5,-10.2,1.4,-10.5,11.4,-0.3,2.0,7.6,0.6,0.0

# Reformatted with values under each structure: entries from further up
# Values run as follows: PfHsp40 rescue | Y pestis TopoI | 3CLpro inhibitor | CCHF vOTU inh | VHR inh abs | Anthrax LF prot | BoNT-A LC inh2 | SSB-PriA inh | BH1578 lux ind | TcdB inh
> COc1cccc(CNc2cnc3ccccc3c2)c1O
    1.7 | 12.6 | 2.4 | -35.3 | 17.9 | -3.4 | -0.2 | 7.4 | -0.6 | .
> O=C1NC(=O)N(c2ccccc2F)C(=O)/C1=C/c1cn(CC(=O)N2CCOCC2)c2ccccc12
    . | . | 18.1* | 14.5 | 8.5 | . | . | -4.3 | . | 0.5

# Limited to BH1578 lux ind, PfHsp40 rescue and Anthrax LF prot, for some of the entries so far:
molecule | BH1578 lux ind | PfHsp40 rescue | Anthrax LF prot
COc1cccc(CNc2cnc3ccccc3c2)c1O | -0.6 | 1.7 | -3.4
COc1cccc(NC(=O)CC2C(=O)NC3CCCCC3N2C(=O)c2ccc(F)cc2)c1 (stereo not given) | i | 0.7 | -2.7
COc1ccc(CNC(=O)c2cccc3c(-c4ccc(F)c(F)c4)coc23)cc1OC | -0.4 | . | -2.0

# Single records, from the list above.
# `NC(=O)SC/C(=N\S(=O)(=O)c1ccccc1)Nc1ccccc1` as listed: PfHsp40 rescue: 0.5; Y pestis TopoI: 2.2; 3CLpro inhibitor: -0.7; CCHF vOTU inh: 4.0; VHR inh abs: 6.4; Anthrax LF prot: -1.3; BoNT-A LC inh2: -0.5; SSB-PriA inh: .; BH1578 lux ind: -1.9; TcdB inh: 0.0
# `O=C1NC(=O)N(c2ccccc2F)C(=O)/C1=C/c1cn(CC(=O)N2CCOCC2)c2ccccc12` as listed: PfHsp40 rescue: .; Y pestis TopoI: .; 3CLpro inhibitor: 18.1*; CCHF vOTU inh: 14.5; VHR inh abs: 8.5; Anthrax LF prot: .; BoNT-A LC inh2: .; SSB-PriA inh: -4.3; BH1578 lux ind: .; TcdB inh: 0.5
# `COc1ccc(CNC(=O)c2cccc3c(-c4ccc(F)c(F)c4)coc23)cc1OC` as listed: PfHsp40 rescue: .; Y pestis TopoI: 19.8; 3CLpro inhibitor: .; CCHF vOTU inh: .; VHR inh abs: .; Anthrax LF prot: -2.0; BoNT-A LC inh2: -0.1; SSB-PriA inh: .; BH1578 lux ind: -0.4; TcdB inh: .

# Other entries follow.
SMILES,PfHsp40 rescue,Y pestis TopoI,3CLpro inhibitor,CCHF vOTU inh,VHR inh abs,Anthrax LF prot,BoNT-A LC inh2,SSB-PriA inh,BH1578 lux ind,TcdB inh
CC1CC(=O)NC(=O)N1Cc1ccccc1 (stereo not given),-0.7,6.8,.,-13.1,.,-5.1,-0.6,-15.2,i,-2.0
O=C(CN1C(=O)C2C3C=CC(C3)C2C1=O)Nc1cccc2c1CCCC2 (stereo not given),0.8,2.8,-3.0,3.5,35.1,0.2,0.0,-10.1,-0.4,.
CCOC(=O)c1cccc(S(=O)(=O)N2CCOCC2)c1,-1.8,-9.4,6.5,-7.7,3.9,-2.9,-0.2,-11.2,-0.8,0.6
Cc1ccc(OCCOCCN2CCCCC2)c([N+](=O)[O-])c1,-1.5,5.1,4.5,-1.1,9.5,-0.6,-0.4,-21.2,-0.3,1.4
O=C1NN(c2ccc(F)cc2)C(=O)/C1=C\c1cnn(-c2ccccc2)c1,.,.,2.5,-4.8,-12.3,.,.,.,.,-0.3
COc1ccc(-c2cnc3c(NC(C)=O)cc(-c4ccsc4)cn23)cc1OC,.,20.4,.,.,.,-3.9,0.5,.,i,.
CCOC(=O)C1C(c2cccs2)NC(=O)NC1(O)C(F)(F)F (stereo not given),2.2,-6.2,4.7,-15.9,-20.8,-0.8,-0.1,-0.5,i,0.4
CC(C)C(=O)Nc1nnc(Sc2ccc(N(C)C)cc2)s1,-0.1,1.3,-4.4,15.8,28.6,-4.2,-0.3,-23.1,-0.2,.
